Screens from PubChem BioAssay.
DYRK1A inh: rat Dyrk1A kinase inhibitors, primary screen, biochemical, single point, plate reader | Dual specificity tyrosine-phosphorylation-regulated kinase 1A (Rattus norvegicus), Q63470 | 0.43% of 310,000 active | inhibition, % at 12.5 µM | ADP-Glo luminescence, NFATc1 peptide; in the data active = inhibition above about 50%;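 also: plate controls were vehicle with enzyme for no effect and no enzyme for full effect; many of its hits are not listed in these tables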
GSK3 alpha inh: blockers of GSK3A enzyme activity – biochemical, luminescence, cell-free homogeneous, HTS, primary screen; Glycogen synthase kinase-3 alpha (Homo sapiens), P49840; GSK-3 alpha kinase, ADP-Glo luminescence, 60 min; inhibition, % at 10 µM; 0.1% of 320,000 active;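 in the data active = inhibition above about 50%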;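 also: GST-tagged GSK-3 alpha with peptide substrate and 25 µM ATP; 0% = DMSO neutral wells and 100% = GW8510 positive control wells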
GSK3B inh: human GSK3beta kinase inhibitors, primary screen, biochemical, cell-free homogeneous, HTS; Glycogen synthase kinase-3 beta (Homo sapiens), P49841; GST-GSK3beta kinase, ADP-Glo luminescence, 60 min; active compounds read low; activity score (negative = inhibition), % at 10 µM; 0.038% of 300,000 active; AID 2097, 2009;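 active = more than half of replicate wells score below -50%, meaning over 50% inhibition versus plate controls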;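 also: 0% = median DMSO wells and -100% = median GW8510 positive control wells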
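Assay system: GST-tagged human GSK3beta kinase, cell-free; Input: 1.6 ng GSK3beta; Medium: Tris/MgCl2 kinase buffer; Timing: 60 min enzyme reaction, room temperature; Signal: ADP-Glo luminescence quantifying ADP generated by kinase; Evaluation: score relative to plate controls; Benchmarks: DMSO neutral wells and GW8510 at 20 µM as positive.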
hERG protect: hERG rescue from dofetilide block, primary screen, cell-based, CHO-hERG, FluxOR thallium flux, dofetilide IC70 | Voltage-gated inwardly rectifying potassium channel KCNH2 (Homo sapiens), Q12809 | dofetilide IC70 present | activation (rescue from dofetilide block), less the hit threshold, % at 10 µM | 0.51% of 310,000 active | AID 1511, 2009;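 active = activation above the mean of controls blocked by dofetilide plus 5 SD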;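 also: thallium influx through hERG after potassium depolarization seen as dye fluorescence rise; in these data hits start at about 4.7%; inactives centre near -7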
Target sequence (Q12809 whole entry, looked up): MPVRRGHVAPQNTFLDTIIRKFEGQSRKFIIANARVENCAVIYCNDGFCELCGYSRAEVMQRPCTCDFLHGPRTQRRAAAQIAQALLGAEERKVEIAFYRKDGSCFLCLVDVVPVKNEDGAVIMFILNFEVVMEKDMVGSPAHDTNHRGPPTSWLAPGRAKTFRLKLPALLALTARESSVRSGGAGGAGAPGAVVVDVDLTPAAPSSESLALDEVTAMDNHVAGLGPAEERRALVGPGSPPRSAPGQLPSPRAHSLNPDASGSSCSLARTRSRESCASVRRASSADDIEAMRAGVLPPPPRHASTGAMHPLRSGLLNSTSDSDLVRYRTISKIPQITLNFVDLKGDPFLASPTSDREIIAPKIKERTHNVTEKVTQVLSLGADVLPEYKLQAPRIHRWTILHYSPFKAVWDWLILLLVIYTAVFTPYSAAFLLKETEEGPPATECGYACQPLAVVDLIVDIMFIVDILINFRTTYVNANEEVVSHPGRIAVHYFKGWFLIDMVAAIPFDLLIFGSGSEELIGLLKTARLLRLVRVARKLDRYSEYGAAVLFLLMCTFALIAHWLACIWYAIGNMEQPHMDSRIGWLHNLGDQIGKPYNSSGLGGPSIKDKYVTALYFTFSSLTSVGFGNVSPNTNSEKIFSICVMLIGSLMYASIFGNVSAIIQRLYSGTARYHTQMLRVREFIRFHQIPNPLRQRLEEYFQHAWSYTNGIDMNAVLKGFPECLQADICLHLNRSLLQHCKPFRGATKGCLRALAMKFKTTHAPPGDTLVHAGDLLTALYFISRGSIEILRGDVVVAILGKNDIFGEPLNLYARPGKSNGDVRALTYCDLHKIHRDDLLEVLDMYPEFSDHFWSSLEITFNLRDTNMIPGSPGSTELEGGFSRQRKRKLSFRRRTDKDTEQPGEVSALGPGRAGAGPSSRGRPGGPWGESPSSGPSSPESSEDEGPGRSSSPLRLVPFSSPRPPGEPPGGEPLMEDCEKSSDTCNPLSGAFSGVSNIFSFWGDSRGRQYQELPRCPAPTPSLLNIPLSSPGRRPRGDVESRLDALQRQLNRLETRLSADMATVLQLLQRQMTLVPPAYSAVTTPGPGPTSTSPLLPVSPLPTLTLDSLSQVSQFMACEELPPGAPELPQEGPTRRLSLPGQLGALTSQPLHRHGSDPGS
KCNK3 block: human KCNK3 channel inhibitors, primary screen, CHO cells, FluxOR thallium flux, B-score; Potassium channel subfamily K member 3 (Homo sapiens), O14649; FluxOR fluorescence; active compounds read low; B-score at 10 µM; 0.84% of 340,000 active; AID 602410, 2012;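 active = B-score under library mean minus 4 SD, starting fluorescence ratio at most library mean plus 5 SD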;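 also: more negative B-score means stronger inhibition of thallium flux through KCNK3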
KCNK9 block: KCNK9 potassium channel inhibitors, primary screen, HEK293 cells, thallium flux | 1.2% of 310,000 active | AID 488922, 2010 | B-score at 10 µM | FluxOR thallium flux fluorescence; active compounds read low;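 active = ratio B-score over 3 SD below the library mean, with starting fluorescence within 5 SD of its mean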;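 also: negative B-score means less thallium flux so channel inhibition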
KCNQ1 act: potentiators or activators of KCNQ1 channel, primary screen, cell-based, thallium flux, high-throughput; 0.35% of 310,000 active; Potassium voltage-gated channel subfamily KQT member 1 (Homo sapiens), P51787; CHO-K1 KCNQ1, thallium flux FluxOR fluorescence; active compounds read high; AID 2648, 2010; B-score at 10 µM;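 active = fluorescence ratio B-score, a plate-corrected score, at least three library SD, with initial intensity B-score within 5 SD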
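Material: CHO-K1 cells stably expressing KCNQ1. Medium: assay buffer for compound exposure, DMSO matched across wells. Reagent: K+/Tl+ depolarizing stimulus. Compound dosing: single-concentration screen. Times: 37 °C overnight plating, 90-min dark dye load, 20-min compound pretreatment. Technique: FluxOR Tl+ flux fluorescence.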
PolyA inhibitor: polyadenylation inhibitors in yeast reporter cells, primary screen, luminescence, S. cerevisiae. S. cerevisiae SKY197-pL101 polyadenylation reporter, beta-gal luminescence; efflux-impaired pdr1/pdr3 knockout yeast; score 100 = 6 SD above DMSO. calls only at 12 µM. 0.02% of 300,000 active;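 active = lowest replicate activity score at least 50, where 100 means six control SD above control mean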;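 also: yeast exposed to compound for 9 h at 30 °C; higher score means more reporter readthrough which indicates perturbed polyadenylation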
RGS4 block: RGS4 inhibitors, primary screen, cell-based, HEK293 M3R inducible RGS4, calcium flux; 0.45% of 310,000 active; Fluo-4 calcium flux; active compounds read high; triggered by carbachol at its EC20; B-score at 10 µM;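 active = B-score, a plate-corrected calcium signal, over three deviations above library mean, with baseline fluorescence within five deviations of library mean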;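 also: RGS4 expression induced by doxycycline in cells with stable M3 receptor; B-score is computed from the integrated fluorescence ratio over baseline after carbachol; higher B-score means a larger calcium signal and so more RGS4 inhibition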
KCNQ1 block: inhibitors of human KCNQ1 channel, primary screen, cell-based, thallium flux, high-throughput; CHO-K1 KCNQ1, FluxOR thallium flux fluorescence; active compounds read high; B-score at 10 µM; 1.3% of 310,000 active; AID 2642, 2010;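 active = compounds whose thallium flux B-score, printed positive for inhibition, exceeds three library SD while starting fluorescence stays within three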;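 also: channel opened by potassium depolarization with thallium stimulus after 20 min compound exposure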
RGS4 pot: RGS4 potentiators or activators, primary screen, cell-based, HEK293 M3R inducible RGS4, calcium flux; 0.92% of 310,000 active; B-score at 10 µM; carbachol calcium flux Fluo4; active compounds read low; AID 463111, 2010;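 active = B-score of the integrated calcium signal more than 4 SD below the library mean, with starting fluorescence not abnormally high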;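 also: negative B-score means reduced calcium response which marks RGS4 activation or potentiation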
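Reagent: ECmax carbachol challenge; Test system: M3R-expressing HEK293 line, RGS4 induced by doxycycline; Schedule: overnight RGS4 induction, 30 min dye load 37 °C, 20 min compound RT; Detection: calcium dye Fluo4 fluorescence; Read-out: Agonist-evoked peak-minus-minimum fluorescence over baseline, integrated ratio, B score.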
* = called active by the depositor; i = inactive; / = no result given.

SMILES	DYRK1A inh	GSK3 alpha inh	GSK3B inh	hERG protect	KCNK3 block	KCNK9 block	KCNQ1 act	PolyA inhibitor	RGS4 block	KCNQ1 block	RGS4 pot
Cc1ccc(-c2nnc(SCc3nc(N)nc(Nc4ccccc4C)n3)n2N)cc1	2	-1	3	-13	i	i	i	i	i	i	i
CCCCC[n+]1ccn(C2=C([O-])c3ccccc3C(=O)/C2=N\S(=O)(=O)c2ccccc2)c1	-5	0	2	-8	i	i	i	i	i	i	i
Cc1cc(C)cc(OCC(=O)Nc2ccc(N3CCN(C(=O)c4ccco4)CC3)cc2)c1	/	-5	0	0	i	i	i	i	i	i	i
NS(=O)(=O)c1ccc(NC(=S)N2CCN(c3ccc(Cl)c(Cl)c3)CC2)cc1	5	/	2	-6	i	i	i	i	i	i	i
COc1cccc(OCC(=O)O/N=C(\N)c2ccncc2)c1	3	0	-3	-4	i	i	i	/	i	i	i
CCC(=O)Nc1nc2ccc(NC(C)=O)cc2s1	2	-1	0	-11	i	i	i	i	i	i	i
Cc1ccc2c(c1)N(C(=O)CCC(=O)Nc1ccccc1Cl)CC(C)O2 (stereo not drawn)	1	-3	0	-11	i	i	i	i	i	i	i
CCOC(=O)CN(C(=O)COc1nc(C)cc(C)c1C#N)c1cccc(Cl)c1	13	0	-1	-10	i	i	i	i	i	i	i
O=C(O)c1ccc(N=Nc2c(O)ccc3ncccc23)cc1	1	-3	0	0	i	i	i	i	i	i	i
Cc1ccc(-c2nnc(SCC(N)=O)nc2-c2ccc(C)cc2)cc1	-4	-2	0	-7	i	i	i	i	i	i	i
CCCS(=O)(=O)c1c(S(=O)(=O)CCC)c2c3ccccc3ccn2c1C(=O)OC	-6	0	-2	-29	i	i	i	i	i	i	i
Cc1ccc2c(c1)N(C(=O)CCC(=O)N1CCOCC1)CC(C)O2 (stereo not drawn)	1	0	0	-4	i	i	i	i	i	i	i
CCOc1ccccc1NC(=O)C1CCN(S(=O)(=O)c2c(C)noc2C)CC1	-3	1	-4	-9	i	i	i	i	i	i	i
COC(=O)CCNc1n[nH]c(=O)[nH]c1=O	-2	-3	6	-10	i	i	i	i	i	i	i
O=C(COc1ccccc1)NCCc1nc2ccccc2[nH]1	2	-1	0	-9	i	i	i	i	i	i	i
CC1CN(Cc2nc3c(c(=O)n(C)c(=O)n3C)n2CCCc2ccccc2)CC(C)O1 (stereo not drawn)	24	-1	-1	-7	i	i	i	i	i	i	i
CC(C)c1onc(C(=O)Nc2cccc(Cl)c2)c1[N+](=O)[O-]	6	1	1	0	i	i	i	i	i	i	i
O=c1[nH]nc(CNc2cccc(C(F)(F)F)c2)c2ccccc12	-4	0	3	0	i	i	i	i	i	i	i
Cc1cc(=O)[nH]c(SCc2nc3ncccn3c2Br)n1	0	-3	-1	-6	i	i	i	i	i	i	i
N#Cc1c(-c2ccco2)cc(C2CC2)nc1SCC(=O)c1ccccc1	1	-1	2	-8	i	i	i	i	i	i	i
CC(=O)NCC(=O)OCC(=O)c1ccc2ccccc2c1	0	-4	-2	-13	i	i	i	i	i	i	i
CCOC(=O)C1(Cc2cccc(OC)c2)CCCN(CCO)C1 (stereo not drawn)	-2	-1	5	-4	i	i	i	i	i	i	i
N#Cc1ccc(COC(=O)c2ccc3c(=O)[nH]c(CN4CCOCC4)nc3c2)cc1	2	1	-1	-12	i	i	i	i	i	i	i
COC(=O)c1ccccc1NC(=O)CN1CCC(NC(=O)c2ccccc2C)CC1	3	1	1	-7	i	i	i	i	i	i	i
O=S(=O)(Nc1ccc(S(=O)(=O)N2CCOCC2)cc1)c1ccc(Br)cc1	-1	-1	2	-4	i	i	i	i	i	i	i
O=[N+]([O-])c1ccccc1S(=O)(=O)Nc1ncccn1	-9	2	2	-10	i	i	i	i	i	i	i
C=CCn1c(SCC(=O)Nc2cc(NC(C)=O)ccc2OC)nnc1-c1cccnc1	1	-1	0	-6	i	i	i	i	i	i	i
Cc1ccc(C)c(S(=O)(=O)N2CCN(C(=O)c3ccncc3)CC2)c1	-2	-2	0	-9	i	i	i	i	i	i	i
CC(C)C(C)NC(=O)COC(=O)c1cc(S(=O)(=O)N(C)C)ccc1N1CCCC1 (stereo not drawn)	/	-1	3	-10	/	i	i	i	i	i	i
Cn1nnnc1SCC(=O)NNC(=O)c1ccc(Cl)cc1	0	/	2	-10	i	i	i	i	i	i	i
CCOC(=O)N1CCN(C(=O)C2CCN(c3ncnc4c3sc3cccc(F)c34)CC2)CC1	29	0	0	-27	i	i	i	i	i	6*	i
Cc1c(O)c(CN2CCCCC2)cc2c1oc(=O)c1ccccc12	0	-1	-27	-8	i	i	i	i	i	i	i
S=C(Nc1ccc(Cl)cc1Cl)NC1CCCCC1	11	/	1	-9	i	i	i	i	i	i	i
CC[n+]1c(C)sc2sc3ccccc3c21	/	0	-3	-21	/	i	i	i	i	i	i
O=S(=O)(Nc1ccc(-c2cn3c(n2)SCC3)cc1)c1ccccc1F	0	-3	1	-5	i	i	i	i	i	i	i
Cc1ccn2cc(CCNS(=O)(=O)c3ccc4ccccc4c3)nc2c1	-8	-2	2	-13	i	i	i	i	i	i	i

Three entries already listed, arranged by length of the SMILES, high to low.
SMILES	DYRK1A inh	GSK3 alpha inh	GSK3B inh	hERG protect	KCNK3 block	KCNK9 block	KCNQ1 act	PolyA inhibitor	RGS4 block	KCNQ1 block	RGS4 pot
COC(=O)c1ccccc1NC(=O)CN1CCC(NC(=O)c2ccccc2C)CC1	3	1	1	-7	i	i	i	i	i	i	i
N#Cc1c(-c2ccco2)cc(C2CC2)nc1SCC(=O)c1ccccc1	1	-1	2	-8	i	i	i	i	i	i	i
COc1cccc(OCC(=O)O/N=C(\N)c2ccncc2)c1	3	0	-3	-4	i	i	i	/	i	i	i

KCNQ1 block: entries above that show a hit.
Molecule | DYRK1A inh | GSK3 alpha inh | GSK3B inh | KCNK3 block | KCNK9 block | KCNQ1 act | PolyA inhibitor | RGS4 block | KCNQ1 block
CCOC(=O)N1CCN(C(=O)C2CCN(c3ncnc4c3sc3cccc(F)c34)CC2)CC1 | 29 | 0 | 0 | i | i | i | i | i | 6*

Next section
SMILES	DYRK1A inh	GSK3 alpha inh	GSK3B inh	hERG protect	KCNK3 block	KCNK9 block	KCNQ1 act	PolyA inhibitor	RGS4 block	KCNQ1 block	RGS4 pot
O=C1c2ccccc2C(=O)C12OC(c1ccccc1)C1(C(=O)c3ccccc3C1=O)C2c1ccc([N+](=O)[O-])cc1 (stereo not drawn)	-7	0	-2	-16	i	i	i	i	i	i	i
O=C(COC(=O)c1ccncc1)Nc1cc(Cl)ccc1Cl	3	/	0	-5	i	i	i	i	i	i	i
CC(=O)Nc1ccc(S(=O)(=O)Nc2ccc3c(c2)OCCO3)cc1	-2	0	-1	-9	i	i	i	i	i	i	i
CCN(CC(=O)NCc1ccc(F)cc1)C(=O)c1cc2ccccc2o1	-10	-4	/	-5	i	i	i	i	i	i	i
Cc1c(Cl)cccc1NC(CC(=O)c1ccccc1)C(=O)O (stereo not drawn)	0	-5	-2	-4	i	i	i	i	i	i	i
Cc1ccc(C(=O)OCC(=O)N2CC(C)OC(C)C2)cc1 (stereo not drawn)	-4	-4	1	-10	i	i	i	i	i	i	i
COc1cccc(NC(=O)CN2CCN(CC(=O)Nc3ccc(F)cc3)CC2)c1	-2	-3	1	-9	i	i	i	i	i	i	i
Cc1oc2cc(OC(C)C(=O)O)ccc2c(=O)c1Oc1ccccc1 (stereo not drawn)	-7	-1	5	-2	i	i	i	i	i	i	i
C/C(=N/OC(=O)c1c(-c2ccccc2Cl)noc1C)c1cnccn1	3	-3	-1	-9	i	i	i	i	i	i	-9.8*
CN(C)/C=C(\C#N)C(=O)c1cccnc1Oc1cccc(F)c1	-6	1	-20	-2	i	i	i	i	i	i	i
O=C(CN1C(=O)NC2(CCCC2)C1=O)Nc1ccccc1N1CCCCC1	-5	0	0	-17	i	i	i	i	i	i	i
CC1CC(C)CN(C(=S)Nc2ccc3nc4n(c(=O)c3c2)CCCCC4)C1 (stereo not drawn)	/	-6	4	-13	i	i	i	i	i	i	i
Cc1cc(=O)oc2cc(OCc3ccc(C(=O)OCC(=O)Nc4ccc(N(C)C)cc4)cc3)ccc12	-1	/	0	-4	i	i	i	i	i	i	i
Cn1c(COc2ccccc2)nc2ccccc21	12	-2	-13	-8	i	i	i	i	i	i	i
Cc1cc(C)c(C(=O)CN2C(=O)NC3(CCC(C)CC3)C2=O)cc1C (stereo not drawn)	2	0	5	-10	i	i	i	i	i	i	i
Cc1onc(-c2ccc(Cl)cc2Cl)c1-c1csc(COc2ccccc2)n1	15	0	-1	-4	-9.6*	i	i	i	i	i	-7.3*
CCc1nnc(NC(=O)CSc2nnc(CNc3ccc(OC)cc3)n2C)s1	-1	0	-2	-8	i	i	i	i	i	i	i
O=C(NC1CC1)c1ccc(CSCc2ccccc2Cl)o1	-3	-2	2	-4	i	i	i	i	i	i	i
COc1ccc(-n2c(Cc3cccn3C)nnc2SCC(=O)Nc2ccc(F)cc2)cc1	-2	/	1	-10	i	i	i	i	i	i	i
CCSc1nnc(NC(=O)CSc2c(Cl)cccc2Cl)s1	-7	-2	3	-9	i	i	i	i	i	i	i

Not all compounds are listed; rates above refer to the full screens.
